Pol iota inh: inhibitors of human DNA polymerase iota. Q9UNA4. 390,000 compounds, 1% hits. Pol iota fluorescent replication assay, 10 min. Potency, µM (highest dose often 115 µM), for inactives: top-dose activity, negative = inhibition, hits mostly inhibitors
Target sequence (Q9UNA4 whole entry, looked up): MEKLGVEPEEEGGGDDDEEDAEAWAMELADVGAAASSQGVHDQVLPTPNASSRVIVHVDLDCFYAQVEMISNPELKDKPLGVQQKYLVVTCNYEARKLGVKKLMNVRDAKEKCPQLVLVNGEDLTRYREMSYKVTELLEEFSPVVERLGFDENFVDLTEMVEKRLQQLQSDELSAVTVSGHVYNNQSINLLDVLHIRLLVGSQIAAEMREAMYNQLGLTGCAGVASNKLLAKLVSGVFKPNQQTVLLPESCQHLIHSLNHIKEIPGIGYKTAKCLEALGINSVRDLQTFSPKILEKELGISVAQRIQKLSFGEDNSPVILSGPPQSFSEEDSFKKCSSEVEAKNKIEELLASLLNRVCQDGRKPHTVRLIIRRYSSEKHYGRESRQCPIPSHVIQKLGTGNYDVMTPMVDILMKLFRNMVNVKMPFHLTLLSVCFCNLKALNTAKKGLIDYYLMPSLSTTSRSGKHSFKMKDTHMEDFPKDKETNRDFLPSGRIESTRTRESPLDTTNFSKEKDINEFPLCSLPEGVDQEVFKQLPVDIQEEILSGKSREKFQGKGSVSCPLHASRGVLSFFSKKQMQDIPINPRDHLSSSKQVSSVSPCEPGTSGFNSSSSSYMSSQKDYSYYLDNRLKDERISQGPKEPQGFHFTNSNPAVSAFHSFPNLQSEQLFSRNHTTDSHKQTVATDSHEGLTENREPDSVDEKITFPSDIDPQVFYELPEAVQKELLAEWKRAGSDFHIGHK
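Fluorescent replication assay read twice, at 0 min and 10 min after adding 50 nM (final) substrate. Enzyme (10 nM) and compounds were first incubated 15 min at room temperature; enzyme-free buffer wells were negative controls.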
BAZ2B block: blocks human BAZ2B; Q9UIF8; AlphaScreen BAZ2B-H3K14Ac peptide displacement; Potency, µM (series often up to 114 µM), for the others: top-dose activity change, negative = inhibition, most hits filed as inhibitors; 360,000 compounds, 4.4% hits; AID 504333; further: on the % scale 0 is the no-effect control and ±100 the full control effect; nearly all actives have a fitted effect of over 60% in size
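Compounds, titrated to a top concentration of 110 uM, were incubated 30 min at room temperature with preformed BAZ2B/acetyl-K14 H3 peptide complex (50 nM each). Proximity signal was measured by AlphaScreen after 20 min with beads.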
Apoferritin bind: binds horse apoferritin like a general anesthetic. Potency, µM (top dose mostly 77.5 µM), inactives show at the top dose activity change, negative = displacement, usual class: inhibitors. 350,000 compounds, 0.074% hits. P02791. AID 485281. apoferritin/1-aminoanthracene competitive binding, fluorescence; further: on the % scale 0 is the no-effect control and ±100 the full control effect; nearly all actives have a fitted effect of over 20% in size
Target sequence (P02791 2-175 limits assumed): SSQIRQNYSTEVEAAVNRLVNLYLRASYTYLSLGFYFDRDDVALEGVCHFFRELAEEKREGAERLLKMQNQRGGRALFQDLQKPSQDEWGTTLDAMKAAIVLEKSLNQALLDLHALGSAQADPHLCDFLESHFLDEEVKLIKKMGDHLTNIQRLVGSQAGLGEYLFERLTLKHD
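Steps: apoferritin (10 uM) was premixed with half-saturated 1-AMA in PBS, compounds were pin-transferred, plates stood 10 min at room temperature, fluorescence was read at 380/535 nm, and curves were fitted with a Hill equation.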
POLH inh: DNA polymerase eta (human) inhibition; recombinant Pol eta, fluorescent DNA replication assay; Potency, µM (highest dose often 114 µM), for the others: at the top dose activity change, negative = inhibition, actives largely listed as inhibitors; AID 588591; 390,000 compounds, 1.2% hits; further: on the % scale 0 is the no-effect control and ±100 the full control effect
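Pol eta (10 nM) was preincubated with compounds for 15 min at room temperature, after which fluorescent replication substrate (50 nM final) was added to start the reaction. Fluorescence was read kinetically at 0 and 10 min.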
POLK inh: inhibitors of human DNA polymerase kappa; AID 588579; 400,000 compounds, 0.53% hits; purified Pol kappa, fluorescent DNA synthesis assay, 10 min; Q9UBT6; Potency, µM (titrated, usually from 107 µM), for inactives: at the highest dose activity, negative = inhibition, hits mostly inhibitors; further: on the % scale 0 is the no-effect control and ±100 the full control effect
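Enzyme at 10 nM met test compounds for 15 min at room temperature. Substrate addition (50 nM final) began the reaction, which was monitored by fluorescence at 0 and 10 min.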
G9a inh: inhibitors of human histone lysine methyltransferase G9a; G9a H3K9 monomethylation, AlphaScreen, 2 h; Potency, µM (titrated, usually from 102 µM), for inactives: top-dose activity, negative = inhibition, usual class: inhibitors; 350,000 compounds, 8.8% hits; AID 504332; further: on the % scale 0 is the no-effect control and ±100 the full control effect; nearly all actives have a fitted effect of over 75% in size
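G9a (20 nM) preincubated 15 min RT with compounds, then 500 nM biotinylated H3K9 peptide and 20 uM SAM added; 2 h RT reaction. Monomethyl-H3K9 product detected by AlphaScreen with anti-H3K9me1 antibody, streptavidin donor and anti-rabbit IgG acceptor beads.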
Pol beta inh: inhibitors of human DNA polymerase beta | Pol beta primer extension/strand displacement, fluorescence kinetic | Potency, µM (top dose mostly 114 µM), for the others: top-dose activity change, negative = inhibition, usual class: inhibitors | 340,000 compounds, 1.3% hits | AID 485314; further: on the % scale 0 is the no-effect control and ±100 the full control effect
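10 nM enzyme + cpd, 15 min RT; start with substrate 50 nM final; read 0 min and after 10 min RT. Corrected, normalized data; 4-parameter Hill curve fit.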
APE1 inh: inhibitors of human APE1 endonuclease | P27695 | recombinant APE1, TAMRA/BHQ-2 abasic DNA cleavage fluorescence | Potency, µM (highest dose often 65.8 µM), without a hit: top-dose activity change, negative = inhibition, most hits filed as inhibitors | 350,000 compounds, 0.35% hits | AID 2517;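 further: plate controls were vehicle for no effect and reference inhibitor for full effect; nearly all actives have a fitted effect of over 55% in size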
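Substrate: short duplex with […] THF abasic site, 5'-TAMRA and 3'-BHQ-2, 50 nM final. APE1 at 0.75 nM, preincubated 15 min RT with compound. Fluorescence increase from first to third read measured activity.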
BLM helicase inh: Bloom syndrome helicase (human) inhibition; recombinant BLM DNA unwinding, fluorescence dequenching; P54132; 350,000 compounds, 0.2% hits; Potency, µM (highest dose often 56.1 µM), for the others: top-dose activity change, negative = inhibition, most hits filed as inhibitors;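 further: plate controls were vehicle for no effect and no enzyme for full effect; nearly all actives have a fitted effect of over 35% in size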
An asterisk follows results filed as active; ? = inconclusive; . = not tested or not shown; & = joins results of further samples; [ ] = another dose, or the depositor's remark. The call rests on the fitted dose curve; in most records, active means well fitted curve in the direction sought with a large enough effect; inconclusive means small, poorly fitted or top-dose-only effect, or another doubt; inactive means no such curve, though single readings can be large; an effect the other way counts as inactive or inconclusive. Potency means the concentration at half of the fitted maximal effect.

SMILES	Pol iota inh	BAZ2B block	Apoferritin bind	POLH inh	POLK inh	G9a inh	Pol beta inh	APE1 inh	BLM helicase inh
O=C(CS(=O)(=O)c1cccc2nsnc12)NCc1ccc(Cl)cc1	53.3%[activator]	-5.8%	38.8%[activator]	-15.5%	-12.6%[60.1 µM]	17.7%[59 µM]	-0.4%	.	2.8%
COC(=O)c1ccc(C(=O)OC)c(NC(=S)N2CCN(c3ccccn3)CC2)c1	-4.8%	-39.0%	-15.7%	-6.0%	-24.5%	-7.7%	?	-1.9%	-5.5%
COc1cccc2c1Oc1ncccc1N(C(=O)CCC(=O)NC(C)C)C2	14.9%	-6.8%[57.1 µM]	-1.7%	9.3%	-9.1%	-0.7%[59 µM]	-0.2%	.	-0.6%
Cc1ccc(C(=O)ONc2ccc(N=O)cc2)cc1	67.9%[activator]	6.2%	-11.8%	-5.3%	-4.7%	-13.9%[59 µM]	11.8%	0.2%	-6.0%
COc1ccc(O)c(/C=N/N=C/c2cccc([N+](=O)[O-])c2)c1	16.0%	-6.9%	-6.7%	2.4%	-5.6%	.	2.3%	6.6%	-9.3%
COCCCNc1nc2c(-c3cccc(C(F)(F)F)c3)nnn2c2ccccc12	30.2%[activator]	4.5%	2.5%	-9.1%	10.8%	2.6%	-25.9%	-3.3%	-1.6%
Cc1cc(C)c(C)c(OCCNCc2ccccc2)c1	109.3%[activator]	20µM*	-9.2%	-20.6%	-6.6%	11.2µM*	-21.8%	13.4%	-3.1%
COc1ccc(CNc2nc3ccccc3n2Cc2ccc(C)cc2)cc1OC	23.4%	?	?	-6.2%	-10.9%	79.4µM*	2.2%	-0.7%	-3.9%
COc1ccc2[nH]cc(CCNC(=O)C3CCCO3)c2c1 (stereo unspecified)	8.3%	-15.6%	-13.9%	-3.1%	-5.0%	-4.4%	2.1%	-0.3%	-1.9%
CCOc1ccc(C2(C)CC(=O)N(C)C2=O)cc1 (stereo unspecified)	0.0%	1.7%	-4.2%	-18.7%	-7.4%	15.1%	-0.5%	14.9%	-2.3%
O=C(NC(=S)Nc1ccc2[nH]c(=O)[nH]c2c1)c1ccccc1[N+](=O)[O-]	12.1%	-24.8%	-6.2%	-13.8%	-2.6%	-9.5%	1.4%	40.4%	-2.6%
O=C(c1ccccc1)c1ccc(N2CCN(C(=O)c3cccc(F)c3F)CC2)c(F)c1	-7.6%	-19.8%	-11.9%	-18.3%	12.5%	5.7%	6.5%	3.8%	-7.9%
Cn1c2ccccc2c2ncn(Cc3ccco3)c(=O)c21	18.9%	-1.4%	-21.3%	-17.6%	-4.7%	3.4%	0.1%	0.7%	3.2%
COc1ccccc1N1CCN(C2CC(=O)N(c3cccc(Br)c3)C2=O)CC1 (stereo unspecified)	?	-3.4%	-12.0%	-14.4%	-6.9%	.	-12.2%	-11.8%	-0.2%
CC1COC2C(O1)N(S(C)(=O)=O)CCN2S(C)(=O)=O (stereo unspecified)	11.8%	4.7%	-3.1%	-4.9%	-5.1%	-66.2%	1.3%	-7.2%	0.1%
CCN(Cc1nc2cc(Cl)ccc2c(=O)[nH]1)C(=O)c1nn(C)c(=O)c2ccccc12	-5.0%	-4.9%	.	-16.5%	-0.3%	-20.2%[12.7 µM]	.	33.8%	.
COC(=O)c1ccc(Cn2cnc3c(cnn3-c3ccc(Cl)cc3)c2=O)o1	51.1%[activator]	-6.9%	-15.6%	-18.2%	2.0%	-17.5%	1.8%	-4.3%	2.3%
COc1ccccc1C(O)(C(=O)NN(C)c1ccccc1)c1ccccc1OC	8.7%	-3.0%	2.1%	-11.8%	-4.5%	-3.1%[59 µM]	10.6%	0.1%	2.4%
Oc1ccc(C[C@H]2CNCCN2CCc2cc(C(F)(F)F)cc(C(F)(F)F)c2)cc1	?	-32.4%	.	?	?	-7.3%[12.7 µM]	.	14.9%	.
COc1ccc(N2CC(C(=O)Nc3cc(C)on3)CC2=O)cc1 (stereo unspecified)	2.3%	7.1%	-9.0%	4.2%	-3.6%	-17.3%	12.1%	-2.1%	-4.0%
O=C(Nc1ccc(S(=O)(=O)NC2CCCCC2)cc1)c1ccc(Br)o1	15.7%	-4.3%	-20.3%	8.2%	0.7%	-19.2%[59 µM]	10.8%	-10.3%	-1.6%
O=C(C1CC1)N1CCc2cc(S(=O)(=O)NCCCN3CCCCC3)ccc21	19.1%	0.4%	0.6%	-2.2%	-0.4%	4.1%[0.0925 µM]	28.5%	-5.7%	0.4%
CN(C)C(=O)CSc1nnc2sc3ccccc3n12	20.5%	-6.2%	-6.0%	-15.9%	-0.2%	4.5%	21.4%	11.4%	2.8%
Cc1nn(-c2cc(N3CCOCC3)ccc2N)c(=O)c2ccccc12	12.9%	0.6%	-6.5%	-3.0%	-5.8%	-20.6%[59 µM]	5.5%	13.1%	2.3%
Oc1ccc(/C=N/N2CCN(c3ccccn3)CC2)cc1	18.2%	-28.4%	1.8%	-3.0%	8.3%	?	6.2%	1.0%	-1.8%
SMILES	Pol iota inh	BAZ2B block	Apoferritin bind	POLH inh	POLK inh	G9a inh	Pol beta inh	APE1 inh	BLM helicase inh
CCc1ccc(-c2nn(CC(=O)NCc3ccccc3)c3c2cnc2ccc(C)cc23)cc1	-10.7%	-2.6%	-3.3%	5.1%	16.7%	3.3%[59 µM]	-3.3%	.	-5.0%
C=CCn1c(SCC(=O)Nc2ccc(C(=O)OCC)cc2)nnc1-c1cccs1	?	5.7%	-9.1%	4.2%	-12.5%	-5.6%[12.7 µM]	-0.9%	3.3%	-6.8%
CCS(=O)(=O)/N=C(\N)c1ccccc1	18.1%	2.3%	-8.0%	5.4%	-6.8%[60.1 µM]	32.2%	-11.4%	-1.6%	-1.1%
Cc1ccc(NC(=O)CN(C)C(=O)c2ccc(Cl)c([N+](=O)[O-])c2)cc1	3.9%	0.9%	-3.2%	-3.3%	-15.9%	22.4µM*	-6.2%	2.3%	-12.3%
COc1ccc(S(=O)(=O)c2cnc3ccc(OC)cc3c2N2CCC3(CC2)OCCO3)cc1	11.5%	-36.5%	-18.1%	-10.9%	-14.7%	-26.5%[59 µM]	0.5%	-7.7%	-14.1%
Cc1ccccc1NC(=O)C(C)OC(=O)CNS(=O)(=O)c1ccc(C#N)cc1 (stereo unspecified)	29.5%	-2.2%	.	-12.2%	5.1%	-46.1%	.	23.1%	.
CCN(CC)CC#CC(O)(c1ccccc1)c1ccccc1	95.2%[activator]	-22.2%	-1.6%	-24.5%	-12.5%	-12.4%	-22.5%	8.5%	-3.2%
CC(C)N(Cc1ccccc1)C(=O)COC(=O)c1ccc(O)cc1	6.0%	5.4%	.	-20.3%	12.4%	-3.1%[59 µM]	.	-7.8%	.
CCN1CCN(C(=O)CS(=O)(=O)Cc2nc(-c3cccc(OC)c3)oc2C)CC1	-16.9%	-3.7%[57.1 µM]	0.7%	-9.6%	0.1%	-2.7%	-0.1%	10.0%	1.8%
C/C(N)=C(/C#N)C(=O)CSc1nnc(Nc2cccc(C)c2C)s1	?	?	?	-4.3%&-8.9%	-31.9%&-24.8%	?	-40.2%	-10.2%	-10.5%
O=C(N[C@@H](Cc1ccc(Br)cc1)C(=O)O)OCC1c2ccccc2-c2ccccc21	4.3%	?	-9.4%	9.2%	-7.0%	-47.6%	-0.3%	32.1%	-1.9%
O=C(CCn1nc(-c2ccccc2)c2ccccc2c1=O)Nc1ccccc1	8.0%	2.9%	-22.4%	-19.5%	-1.9%	-6.5%[59 µM]	7.1%	.	-2.1%
Cc1cc(C)c(C)c(S(=O)(=O)N2CCN(C(=O)c3ccc4c(=O)n5c(nc4c3)CCC5)CC2)c1C	10.6%	-15.7%	.	2.8%	-0.6%	-30.4%[0.501 µM]	.	18.1%	.
O=S(=O)(NCCOC12CC3CC(CC(C3)C1)C2)c1cccc2nsnc12	1.9%	-20.4%	-22.1%	-5.7%	-5.7%	-5.3%[59 µM]	-29.9%	-1.4%	-6.0%
O=C(C1=C[C@@H]2[C@H]3C(=O)N(c4ccc(Cl)cc4)C(=O)[C@H]3[C@@H](C(=O)c3ccc(Cl)cc3)N2C=C1)c1ccccc1	?	-28.1%	-9.3%	-1.1%	-17.8%	?	0.5%	-1.4%	-4.0%
CN1CCN(c2ccc(C(=O)c3ccc(F)cc3)cc2)CC1	3.5%	19.4%	-19.4%	3.2%	-7.2%	9.4%	0.4%	3.1%	-5.7%
CCCCN(CCCC)CCNC(=O)CN1C(=O)CSc2ccc(S(=O)(=O)N3CCCCC3)cc21	?	-11.2%&-14.8%	-15.0%&2.6%	-20.6%&-12.1%	3.2%	24.4%&10.0%[59 µM]	-9.2%&-1.6%	14.4%	-1.5%&2.2%
COC(=O)c1ccc(C(=O)N2CCCC(Nc3ccc(C(C)C)cc3)C2)cc1 (stereo unspecified)	13.5%	?	2.5%	-0.4%	-8.8%	79.4µM*	19.7%	-7.0%	-4.0%
C=CCn1c(SCC(C)=O)nc2scc(-c3ccc(C)o3)c2c1=O	89.2%[activator]	6.3%	-5.8%	0.5%	-13.7%	44.7µM*	19.3%	-20.6%	3.3%
O=S(=O)(c1ccc(Cl)nc1)N1CCC(Cc2ccccc2)CC1	-17.2%	.	.	-5.0%	15.0%	.	.	29.4%	.
OC(c1ccccn1)c1c[nH]c2ccccc12 (stereo unspecified)	28.9%	?	-18.8%	-3.5%	-5.8%	12.5%[2.33 µM]	7.1%	1.9%	0.9%

Compound profiles, as listed above. Screens in order: Pol iota inh | BAZ2B block | Apoferritin bind | POLH inh | POLK inh | G9a inh | Pol beta inh | APE1 inh | BLM helicase inh
`COc1ccccc1C(O)(C(=O)NN(C)c1ccccc1)c1ccccc1OC` as listed: 8.7% | -3.0% | 2.1% | -11.8% | -4.5% | -3.1%[59 µM] | 10.6% | 0.1% | 2.4%
`CN1CCN(c2ccc(C(=O)c3ccc(F)cc3)cc2)CC1` as listed: 3.5% | 19.4% | -19.4% | 3.2% | -7.2% | 9.4% | 0.4% | 3.1% | -5.7%
`CCCCN(CCCC)CCNC(=O)CN1C(=O)CSc2ccc(S(=O)(=O)N3CCCCC3)cc21` as listed: ? | -11.2%&-14.8% | -15.0%&2.6% | -20.6%&-12.1% | 3.2% | 24.4%&10.0%[59 µM] | -9.2%&-1.6% | 14.4% | -1.5%&2.2%

An excerpt; count on the stated rates, not on these rows.
